# Screening results from PubChem BioAssay.
# V-ATPase pH = yeast V-ATPase proton transport regulation by pHLuorin; S. cerevisiae, pHLuorin cytosolic pH fluorescence; response, % at 10 µM; 0.37% of 350,000 active; AID 504577; in the data active = response mostly above about 7.3%, no sharp cut-off; inactive = mostly below about 5.4%; also: actives read high; inactives centre near 0; some compounds called inactive have numbers as strong as hits; reference of the scale not given here
# MITF act = increases MITF-driven TRPM1 promoter luciferase signal. SK-MEL-5 TRPM1-promoter luciferase, 24 h; % of positive control, neutral wells = 0. 0.75% of 300,000 active. AID 588334. activation, % at 12.5 µM;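 active = mean activation of at least 80% with every replicate also reaching 80%; inconclusive = mean reaches 80% but some replicate falls short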;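 also: 0% = neutral control wells and 100% = parthenolide positive control wells; values of inactives mirror those of a sister screen read the other way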
# SR-BI HDL uptake = inhibitors of mouse SR-BI mediated HDL lipid uptake; Q61009; ldlA[mSR-BI] CHO cells, DiI-HDL uptake fluorescence, 3 h; inhibition, % at 12.5 µM; 0.96% of 320,000 active; AID 488896;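 active = mean replicate inhibition of at least 70% and a set share of replicates each scoring 70 or more; inconclusive = meets just one of the two criteria; inactive = fails both criteria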;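 also: 0% = median of neutral control wells and 100% = median of positive control wells; values of inactives mirror those of a sister screen read the other way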
# HTR5A ag ctr = activates human HTR5A in OPRM1-OPRD1 agonist counter-screen | activation, % at 9.3 µM | P47898 | AID 504692 | HTR5A agonist assay, luminescence, cell-based | 0.61% of 340,000 active; in the data active = activation mostly above about 9.5%, no sharp cut-off; inactive = mostly below about 7.6%;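 also: 0% = cells with vehicle only and 100% = reference agonist; strong numbers were not always called active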
# Target sequence (P47898 whole entry, looked up): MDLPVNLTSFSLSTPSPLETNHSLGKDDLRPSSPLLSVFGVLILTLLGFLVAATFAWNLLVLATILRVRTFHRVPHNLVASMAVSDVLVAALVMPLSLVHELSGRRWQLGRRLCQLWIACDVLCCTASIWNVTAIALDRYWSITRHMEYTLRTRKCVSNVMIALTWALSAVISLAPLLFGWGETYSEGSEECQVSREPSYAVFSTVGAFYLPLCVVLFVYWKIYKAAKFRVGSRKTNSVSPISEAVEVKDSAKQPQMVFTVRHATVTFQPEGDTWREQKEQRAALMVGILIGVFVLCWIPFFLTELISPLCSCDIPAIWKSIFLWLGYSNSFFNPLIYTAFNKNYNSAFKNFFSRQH
# Wnt act = Wnt/beta-catenin pathway activation. activation, % at 9.35 µM. 1.2% of 300,000 active. Wnt/beta-catenin reporter cell assay, activator, plate reader; in the data active = activation above about 30%, passing the limit was not always enough; inconclusive = no clear call, values can overlap the other calls;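 also: 0% = neutral control wells and 100% = positive control wells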
# CDK5 p35 inh = blocks human CDK5/p35 kinase activity. inhibition, % at 10 µM. Recombinant CDK5/p35, ADP-Glo luminescence, 60 min. Q00535+Q15078. AID 488839. 0.01% of 330,000 active;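 active = highest replicate inhibition of at least 50% and at least 75% of replicates reaching 50%; inconclusive = only one of the two criteria met; inactive = both criteria failed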;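 also: plate controls were DMSO neutral control for no effect and GW8510 at 10 µM for full effect; many of its hits are not listed in these tables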
# Target sequence (Q00535 whole entry, looked up): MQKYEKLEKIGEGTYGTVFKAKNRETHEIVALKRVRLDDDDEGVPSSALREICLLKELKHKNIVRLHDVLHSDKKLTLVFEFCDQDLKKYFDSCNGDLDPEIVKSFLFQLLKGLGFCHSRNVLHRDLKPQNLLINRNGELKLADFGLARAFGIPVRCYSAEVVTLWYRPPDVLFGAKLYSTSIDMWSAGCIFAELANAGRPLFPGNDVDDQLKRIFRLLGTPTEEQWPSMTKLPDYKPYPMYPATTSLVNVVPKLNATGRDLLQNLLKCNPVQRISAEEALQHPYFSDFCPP
# Target sequence (Q15078 whole entry, looked up): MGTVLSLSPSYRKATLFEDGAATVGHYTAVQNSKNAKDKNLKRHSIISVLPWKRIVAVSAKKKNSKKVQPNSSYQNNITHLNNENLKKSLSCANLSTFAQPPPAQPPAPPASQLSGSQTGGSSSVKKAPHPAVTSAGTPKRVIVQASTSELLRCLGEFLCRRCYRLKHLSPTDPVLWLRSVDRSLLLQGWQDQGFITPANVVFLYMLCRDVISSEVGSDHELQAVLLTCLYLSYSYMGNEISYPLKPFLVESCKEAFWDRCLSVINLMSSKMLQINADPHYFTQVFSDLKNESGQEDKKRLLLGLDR
# NSD2 HMT inh = blocks human histone methyltransferase NSD2 | O96028 | NSD2 peptide methylation, AlphaScreen, 120 min | inhibition, % at 12.5 µM | 0.54% of 310,000 active; in the data active = inhibition above about 50%
# dFosB activator = enhances mouse delta FosB homodimer DNA binding; AID 493131; purified delta FosB, TAMRA-CDK5 oligo fluorescence polarization; percent of positive-control signal above neutral wells; activation, % at 25 µM; 0.99% of 340,000 active;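 active = mean activation above about 17%, with every replicate also reaching it, limit read from the data, passing the limit was not always enough; inconclusive = only one of the two conditions met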;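 also: fluorescence polarization rise as delta FosB binds a TAMRA Cdk5 AP-1 oligo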
# HTR5A inv ag = HTR5A inverse agonism, opioid heterodimer counter-screen | HTR5A cell line, luminescence | inhibition, % at 9.3 µM | 0.083% of 340,000 active | AID 504634; in the data active = inhibition mostly above about 23%, no sharp cut-off; inactive = mostly below about 18%;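 also: 0% = cells with DMSO and 100% = no-cell wells with DMSO; some compounds called inactive have numbers as strong as hits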
# PvdQ inh = P. aeruginosa PvdQ acylase inhibition; purified PvdQ acylase, fluorescence plate reader; inhibition, % at 10 µM; 0.063% of 340,000 active; AID 488965; in the data active = inhibition above about 30%, passing the limit was not always enough; inconclusive = no clear call, values can overlap the other calls;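 also: 0% = vehicle neutral wells and 100% = reference inhibitor wells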
# * hit, by the source's call; u = inconclusive; x = no result given. Compounds were not picked by outcome; any-hit rate near 5%.
# Second line of a record – V-ATPase pH	MITF act	SR-BI HDL uptake	HTR5A ag ctr	Wnt act	CDK5 p35 inh	NSD2 HMT inh	dFosB activator	HTR5A inv ag	PvdQ inh
- COc1ccc(OC(=O)CN2C(=O)C3C4CCC(C4)C3C2=O)cc1 (centres undefined)
  -3	9	-9	2	x	0.1	-1	-8	14	6
- CCCCCCC(=O)Nc1nc(C)c(-c2csc(Nc3cc(Cl)ccc3OC)n2)s1
  1	-2	97*	2	-6	-1.1	x	-10	8	-6
- CCOC(=O)CNC(=O)c1sc(NC(=O)/C=C/c2ccccc2)nc1C
  0	-3	x	-4	-2	-1.5	-15	u	5	-18
- CCOC(=O)C1CCCN(S(=O)(=O)c2cc(OCC(=O)NC3CCCCC3)c(C)cc2Cl)C1 (centres undefined)
  -3	x	-1	-1	-9	-1.8	-2	-2	-20	1
- Cc1ccc(-c2nc3ccccc3c(=O)n2O)cc1
  -4	0	9	0	1	0.0	-3	-5	1	10
- CC(/C=C/c1ccccc1)=N\NC(=O)CNC(=O)c1ccccc1Cl
  x	-2	1	-1	x	2.0	0	-5	-4	-7
- CC1CCN(CC(=O)N2CCCc3c2c(=O)oc2ccc(OCc4ccccc4)cc32)CC1
  17	-4	24	13*	x	-0.5	-1	-8	23	9
- S=C(Nc1ccccc1)N1CCOCC1
  -4	-2	-17	-5	-2	1.9	-3	5	-14	-18
- O=C(Nc1ccc(OC(F)F)cc1)c1cc(S(=O)(=O)N2CCOCC2)ccc1F
  0	1	22	1	0	-0.3	-1	-3	-17	-10
- CN(C)CCn1c(=N)n(CC(O)c2ccc(Cl)c(Cl)c2)c2ccccc21 (centres undefined)
  -3	4	6	x	4	2.2	4	0	x	6
- O=C(NCc1ccccn1)c1ccc(NC(=O)c2ccco2)cc1
  5	10	-3	-1	-1	1.3	0	-2	4	-6
- CC1CCCCC1NC(=O)NC(=O)CCl (centres undefined)
  0	-32	-14	1	-2	-0.1	-1	-7	-4	-7
- CCC(=O)Nc1nc(C)c(C(=O)NC2CCCCC2)s1
  6	x	-19	4	0	0.7	-1	2	-9	1
- CCCn1c(C)cc(/C=C(\C#N)C(=O)OCC(=O)Nc2ccc(OC)c(Cl)c2)c1C
  10	3	16	3	-2	-4.6	-2	-3	-2	1
- COc1ccc(NC(=O)C(=O)c2cn(CC(=O)N3CCOCC3)c3ccccc23)cc1OC
  -1	5	66	-2	-1	-0.2	4	-9	9	2
- Cc1cc(NC(=O)Cc2ccccc2)c2ccccc2n1
  0	-21	3	5	-2	1.9	-7	-4	-13	-15
- COC(=O)c1cc(C(=O)OC)n(Cc2ccc(Cl)cc2Cl)n1
  2	3	12	5	x	-1.4	-2	-12	-1	12
- Cc1ccccc1OCC1Cn2c(nc3c2c(=O)[nH]c(=O)n3C)O1 (centres undefined)
  1	x	-1	-1	-4	-0.1	5	-8	4	-4
- O/N=C(/CCc1ccccc1)C1(O)CCCCC1
  -1	5	-23	7	0	-0.4	0	2	-14	-5
- O=C(CCl)N(Cc1cccc([N+](=O)[O-])c1)c1cccc(Cl)c1
  1	-66	-5	41*	-4	-0.7	3	3	-101	9
- COc1ccccc1CNc1ncnc2c1cnn2-c1ccccc1
  0	43	21	1	11	-4.5	x	-22	-4	-14
- Cc1sc2ncnc(N3CCN(S(=O)(=O)c4ccc(C(C)(C)C)cc4)CC3)c2c1C
  4	-33	-3	4	-3	0.5	-1	-10	11	8
- CC(=O)N1CC(C)Sc2ccc(S(=O)(=O)NCc3ccc(F)cc3)cc21 (centres undefined)
  -3	15	-16	0	-5	1.0	-1	-3	2	3
- CCOC(=O)C1=C(N)c2ccccc2CC1C1CCCC1 (centres undefined)
  -1	-7	11	5	1	0.0	2	-5	-15	-3
- CCC(Sc1ccccn1)C(=O)Nc1nnc(C)s1 (centres undefined)
  -3	1	-1	2	x	-0.4	1	-10	4	7
- Cc1nc2ccc(NC(=O)c3cc([N+](=O)[O-])cc([N+](=O)[O-])c3Cl)cc2s1
  1	-10	30	3	1	1.6	0	-2	-31	1
- COC(=O)c1cccc(Nc2ncnc3sccc23)c1
  -1	23	19	-2	0	-1.8	2	-24	5	-5
- COc1ccc2c(COC(=O)CCS(=O)(=O)c3ccc(C)cc3)cc(=O)oc2c1
  -1	6	-20	-3	-4	-5.8	-1	-12	1	-6
- O=C(NNC(=O)c1ccc([N+](=O)[O-])cc1)NC1CCCCC1
  -2	-2	-11	-3	-2	1.0	-4	-2	4	-14
- Cc1cc(NS(=O)(=O)c2ccccc2)c([N+](=O)[O-])cc1C
  0	-6	-21	-3	-1	0.1	3	-2	10	5
- Clc1ccc(-n2cnc3c(Cl)ncnc32)cc1Cl
  2	-1	-8	0	-2	-1.6	-1	0	1	-2
- O=C(Nc1cccc(C(F)(F)F)c1)c1cc(S(=O)(=O)N2CCCCC2)ccc1N1CCOCC1
  2	3	-43	6	x	-3.7	1	-10	-7	-9
- CC1CC(C)CN(c2ncc3c(n2)CC(c2ccccc2Cl)CC3=O)C1 (centres undefined)
  2	-6	35	2	x	0.9	-9	-6	-33	-1
- COC(=O)c1ccc(S(=O)(=O)N2CCCCCC2)n1C
  1	-3	-12	1	2	-0.1	-2	2	4	15
- CC(C)(C)c1ccccc1NC(=O)COC(=O)CN1C(=O)NC2(CCCC2)C1=O
  6	0	-6	-8	-1	0.7	1	1	-8	-2
- CCSC(=N)N
  -3	-11	5	0	-2	0.8	x	-1	10	3
- CCOc1c2ccccc2nn1CCOC
  -2	2	-17	-4	-3	3.0	x	-3	11	10
- CC1(C)Cc2ccccc2-c2nc(NCCCO)[nH]c(=O)c21
  1	-5	x	3	-1	2.3	-1	-5	-5	-20
- CC(=O)N1CCC(N(CCN2CCOCC2)C(=S)Nc2cccc(C)c2C)CC1
  2	12	-4	4	x	-0.5	-3	-4	13	-2
- COc1ccc(/C=C2\SC(=O)N(CCC(=O)N3CCCCC3)C2=O)cc1OC
  -4	11	-10	3	2	0.0	4	-1	-7	7
- CCOC(=O)N1CCN(Cc2nc3c(c(=O)[nH]c(=O)n3C)n2CCCc2ccccc2)CC1
  -4	2	-2	-1	-2	-0.3	9	-3	4	-15
- COc1ccc(C(=O)Nc2c(N)nc(SCC(=O)c3ccccc3)[nH]c2=O)cc1
  -1	6	-15	0	-1	-4.5	-2	-3	9	-6
- Cn1c(N)c(NC(=S)NC2CCCCC2)c(=O)n(C)c1=O
  2	-19	-3	0	-2	-0.5	-1	7	-2	-2
- CCOc1ccc(S(=O)(=O)N2CCN(S(=O)(=O)c3ccc(C)c(C)c3)CC2)cc1
  -2	0	-24	2	-4	2.2	-4	-7	-6	4
- Cc1noc(NS(=O)(=O)c2ccc(NC(=O)c3cc(F)c(F)c(F)c3F)cc2)c1C
  -4	5	-18	0	0	-5.4	-1	-3	-1	-19
- CCc1ccc(CN2CCC(Oc3ccc(C(=O)N4CCCC4)cc3)CC2)cc1
  -1	1	15	1	1	0.3	5	-1	5	8
- OC(COC(c1ccccc1)c1ccccc1)CN1CCOCC1 (centres undefined)
  2	-6	-29	-4	0	0.7	-2	0	-1	-7
- O=C(/C=C/c1ccc(Cl)cc1)NCc1cccs1
  -2	53	-13	13*	13	-1.0	-2	1	-49	16
- COc1ccccc1C1(O)CCN(C(=O)c2cccs2)CC1
  4	2	-2	-2	x	0.7	-3	-1	23	7
- Cc1cccc(C2c3[nH]c4ccccc4c3CCN2C(=O)c2nn(C)c(=O)c3ccccc23)n1 (centres undefined)
  2	-25	21	3	0	-1.4	7	-6	-7	-8
- Cc1ccc(S(=O)(=O)c2nc(Nc3nccs3)sc2Cl)cc1
  2	x	0	2	1	0.1	-6	-7	-7	3
- O=C(O)CN1CCc2ccccc2C1
  -2	4	-1	-3	0	2.1	-2	0	8	-7
- CC#CCCc1nc2ccccc2c(=O)n1N
  -1	-15	-1	-8	-3	-1.5	-1	3	20	-4
- O=C(Nc1ccc(Cl)cc1)P(=O)(O)c1ccccc1
  -1	-8	-154	-1	-2	-0.7	-1	1	5	-8
- O=C(Nc1ccc2oc(-c3cccnc3)nc2c1)c1ccc2c(c1)OCCO2
  -3	1	8	0	4	-1.0	2	33*	11	-3
- CCc1ccc2c(CC(=O)Nc3cccc(S(=O)(=O)N4CCOCC4)c3)coc2c1
  1	-7	33	3	1	0.4	23	-9	-8	2
- COc1ccc(CNS(=O)(=O)c2cccc(S(=O)(=O)N3CCOCC3)c2)cc1
  -2	-3	10	1	0	-3.7	1	0	-2	-10
- CC(C)N1CCOC1c1ccccc1 (centres undefined)
  0	-16	-13	2	3	0.0	40	5	-6	1
- CN(C1CCCCC1)S(=O)(=O)c1cc2c3c(c1)CCN3C(=O)CC2
  -3	1	-25	0	-4	0.0	-1	-6	0	-10
- COc1ccc(C(C(=O)NC2CCCC2)N(CCN2CCOCC2)C(=O)c2ccc(OC)c(OC)c2)cc1 (centres undefined)
  3	9	-30	1	x	1.6	-1	-6	13	-16

# Continued:
# Second line of a record – V-ATPase pH	MITF act	SR-BI HDL uptake	HTR5A ag ctr	Wnt act	CDK5 p35 inh	NSD2 HMT inh	dFosB activator	HTR5A inv ag	PvdQ inh
- CCc1c(C(=O)NCCc2ccc(OC)c(OC)c2)[nH]c(C)c1C(C)=O
  -2	x	-16	-1	x	-0.2	0	3	15	3
- CN(CC(=O)Nc1ccc(F)cc1)C(=O)COC(=O)c1cc(Br)c(Br)s1
  -3	x	4	0	-1	-0.6	-3	-11	-5	-5
- COc1ccccc1NC(=O)C1Cc2ccccc2CN1C(=O)c1ccco1 (centres undefined)
  1	-9	x	-3	0	-0.8	21	-11	8	-9
- Cc1ccc(OC(=O)C2c3ccccc3Oc3ccccc32)cc1C
  0	16	5	-3	x	2.2	-4	-1	9	-10
- Cc1ccc(S(=O)(=O)C2(C(=O)Nc3ccc(C(C)C)cc3)CC2)cc1
  0	18	-6	4	7	-1.1	-2	-7	-10	-2
- Cc1ccc(-c2c3c(=O)n(C)c(=O)n(C)c3cn2N2CCOCC2)cc1
  -4	-6	-19	2	x	-1.5	4	0	4	-11
- CS(=O)(=O)c1ccc(-c2nnc(NC(=O)C3=COCCO3)o2)cc1
  -1	-5	-16	4	0	-0.9	-8	-2	-5	-1
- CCCCOc1ccc(S(=O)(=O)NNC(=O)C2Cc3c(ccc4ccccc34)O2)cc1 (centres undefined)
  2	x	-20	7	-5	0.4	3	-8	-21	4
- Cc1noc(/C=C/N(C)C)c1S(=O)(=O)N1CCc2ccccc21
  2	x	-11	-3	-4	-1.1	x	-5	-4	-4
- Cc1nc(SCC(=O)c2ccc(F)cc2)n[nH]1
  -2	28	-7	-2	0	1.2	1	-5	5	-11
- O=C(NCc1ccncc1)c1ccc(NS(=O)(=O)c2ccccc2)cc1
  -1	0	-12	-2	-1	0.2	1	-5	-14	-13
- COCCNC(=O)CCn1nc(-c2ccc(C)cc2)ccc1=O
  2	-12	-3	4	-1	-0.5	-2	-1	-14	-1
- CN1CCN(C(=S)NC(=O)c2cccc([N+](=O)[O-])c2)CC1
  3	0	-6	-3	-1	-4.5	2	8	6	-20
- COc1cccc(NC(=O)CCN2C(=O)c3cccc([N+](=O)[O-])c3C2=O)c1
  1	2	-8	0	0	1.1	24	4	-2	-20
